Screening results (PubChem BioAssay)
PLK1 kinase inh: human PLK1 kinase inhibitors, primary screen, biochemical, TR-FRET | Serine/threonine-protein kinase PLK1 (Homo sapiens), P53350 | recombinant PLK1 kinase, TR-FRET peptide phosphorylation | inhibition, % at 10 µM | 0.53% of 97,000 active | AID 619, 2007;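 active means inhibition of 50% or more in the single-concentration screen; inactive means inhibition below 50%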;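 further: 0% = DMSO max control and 100% = H-89 dihydrochloride min control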
Target sequence (P53350 whole entry, looked up): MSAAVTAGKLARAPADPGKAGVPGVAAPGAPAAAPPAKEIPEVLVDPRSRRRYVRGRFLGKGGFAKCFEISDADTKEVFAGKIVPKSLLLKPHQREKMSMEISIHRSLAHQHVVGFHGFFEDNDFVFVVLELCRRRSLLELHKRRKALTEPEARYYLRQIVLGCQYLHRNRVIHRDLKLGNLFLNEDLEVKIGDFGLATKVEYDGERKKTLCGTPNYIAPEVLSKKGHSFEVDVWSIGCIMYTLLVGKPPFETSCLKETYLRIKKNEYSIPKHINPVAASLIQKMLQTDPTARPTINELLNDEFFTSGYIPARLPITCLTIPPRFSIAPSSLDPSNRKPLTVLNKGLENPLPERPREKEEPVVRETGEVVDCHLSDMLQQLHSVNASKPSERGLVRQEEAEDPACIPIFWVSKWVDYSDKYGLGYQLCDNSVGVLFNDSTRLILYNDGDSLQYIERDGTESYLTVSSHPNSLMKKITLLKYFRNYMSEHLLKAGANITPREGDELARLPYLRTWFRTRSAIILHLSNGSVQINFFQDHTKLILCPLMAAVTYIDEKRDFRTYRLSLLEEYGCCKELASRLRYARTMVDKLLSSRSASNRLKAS
FAK inh: FAK kinase inhibitors, primary screen, biochemical; 0.84% of 97,000 active; Focal adhesion kinase 1 (Homo sapiens), Q05397; inhibition, %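 (tested at 7 µM)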; biochemical FAK kinase activity assay; AID 727, 2007; in the data active means inhibition above about 19%;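 further: 0% = DMSO and 100% = reference compound high control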
Pyk2 oligo antag: antagonists of Pyk2 self-association, primary screen, Q293 cells, FERM NanoBiT luminescence, HTS | z-score (the deposit names both 25 µM and 10 µM) | hits give low values | Protein-tyrosine kinase 2-beta (Homo sapiens), Q14289 | AID 1347419, 2020 | 0.83% of 99,000 active;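 active means Z-score of -3 or lower, scaled per plate to the spread of control and sample wells; inactive means z-score above -3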;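 further: negative z-score means lost luminescence so less FERM oligomerization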
LYP act: LYP phosphatase activators, primary screen, biochemical, DiFMUP fluorescence, 2 µM. Tyrosine-protein phosphatase non-receptor type 22 (Homo sapiens), Q9Y2R2. recombinant LYP; 0 = plate median, 100 = signal doubled. activation, % at 2 µM. 0.11% of 96,000 active;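 active means activation at 2 µM above a set limit, the mean plus 5 SD, cut at about 37% in these data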
EphB4 ephrin blk: EphB4-ephrin-B2 interaction antagonists, primary screen, biochemical, TNYL-RAW peptide probe, fluorescence polarization. Ephrin type-B receptor 4 (Homo sapiens), P54760. EphB4 LBD / TNYL-RAW-Alexa532 peptide. inhibition, % at 7 µM. 0.15% of 97,000 active. AID 720, 2007;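 active means inhibition above the screen-wide mean inhibition plus 3 SD, cut at about 15% in these data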;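 further: 0% = DMSO wells and 100% = excess unlabeled TNYL-RAW peptide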
LYP inh 2: PTPN22 phosphatase inhibitors, primary screen, biochemical, DiFMUP fluorescence, 2 µM. 0.21% of 96,000 active. Tyrosine-protein phosphatase non-receptor type 22 (Homo sapiens), Q9Y2R2. recombinant LYP catalytic domain. inhibition, % at 2 µM. AID 640, 2007;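 active means inhibition at 2 µM at or above a set limit, the screen mean plus 3 SD, cut at about 24% in these data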;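 further: 0% = DMSO with enzyme and 100% = enzyme fully blocked by orthovanadate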
Plk1 PBD FP: Plk1 polo box domain binding inhibitors, primary screen, biochemical, fluorescence polarization; Serine/threonine-protein kinase PLK1 (Homo sapiens), P53350; inhibition, %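 (tested at about 20 µM)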; Plk1 PBD phosphopeptide binding; 0.13% of 97,000 active; in the data active means inhibition above about 34%, passing the limit was not always enough
F-actin modifier: modifiers of F-actin cytoskeleton organization, primary screen, imaging, HUVEC, phalloidin staining, high-content imaging; HUVEC TNFa F-actin phalloidin imaging; inhibition, % at 2 µM; 0.18% of 91,000 active; AID 836, 2007;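 active means inhibition above the batch mean plus 3 SD and confirmed as a hit by visual image inspection, cut at about 30% in these data, passing the limit was not always enough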; further: strong numbers were not always called active
Rev-RRE block: HIV-1 Rev-RRE binding inhibitors, primary screen, biochemical, FRET, protein-RNA interaction. 0.79% of 97,000 active. P05866. Rev peptide-RRE RNA binding. inhibition, % at 8 µM. AID 704, 2007;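 active means inhibition above the screen-wide mean plus 3 SD, cut at about 35% in these data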;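 further: 0% = median DMSO wells and 100% = median Neomycin B control wells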
Target sequence (P05866 whole entry, looked up): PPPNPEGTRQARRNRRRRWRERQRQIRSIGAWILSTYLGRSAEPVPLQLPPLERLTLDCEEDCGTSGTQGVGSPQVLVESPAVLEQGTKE
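Assay system: labelled RRE RNA duplex and labelled Rev peptide / Medium: HEPES pH 7.5 salt buffer with EDTA / Reagent: labelled Rev peptide / Schedule: 5 + 15 min at 25 °C / Signal: FRET, excitation 480 nm, emission 540 nm donor and 671 nm acceptor / Benchmarks: DMSO and neomycin B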
Active calls of the source: *; nt = not tested or not shown.

SMILES	PLK1 kinase inh	FAK inh	Pyk2 oligo antag	LYP act	EphB4 ephrin blk	LYP inh 2	Plk1 PBD FP	F-actin modifier	Rev-RRE block
Cc1ccc(N(C(C)C(=O)O)S(=O)(=O)c2c(C)n[nH]c2C)cc1 (stereo not given)	-9	6	0.04	-2	7	-1	8	14	10
COc1ccc(Nc2nc3ccccc3c(=O)s2)c(OC)c1	-13	1	-0.39	-2	-7	0	8	-23	1
O=C(NC(Cc1ccccc1)C(=O)O)c1ccc(S(=O)(=O)N2CCOCC2)cc1 (stereo not given)	-5	-2	1.6	-5	-6	5	9	-20	3
Cc1ccc(CSCCNC(=O)c2ccc(N(C)S(=O)(=O)c3ccccc3)cc2)cc1	-6	-2	2.4	7	-10	-2	-14	-16	2
CCCCOc1ccc(C(O)(CC)CCN2CCOCC2)cc1 (stereo not given)	-12	-1	0.2	3	-3	-2	-18	-2	0
C=CCn1c(-c2cccc3ccccc23)n[nH]c1=S	-8	1	0.07	-4	8	7	19	-8	1
Cc1ccc(Cn2cnc3ccccc32)cc1	0	2	0.9	1	2	-1	1	nt	4
COc1ccc(S(=O)(=O)N=C2C=C(C)C(=O)C(C)=C2)cc1	-12	0	0.19	5	-15	-5	4	13	7
O=C(Cc1ccccc1)Nc1nc2ccccc2s1	10	5	-1.2	2	-2	-3	-10	10	2
O=c1nc2ccccc2c2n1CC(CN1CCN(Cc3ccccc3)CC1)N2 (stereo not given)	-1	2	1.2	-1	-2	1	6	41	0
COc1cc(C(=O)Nc2ccc3c(c2)C(=O)N(CCC(=O)O)C3=O)cc(OC)c1OC	-7	-1	0.38	7	1	-6	-20	-19	-1
O=C1c2ccccc2C(=O)N1CCC(c1ccccc1)c1ccco1 (stereo not given)	-9	1	-0.72	-5	-3	7	-15	-7	19
COc1cccc(CNC(=O)C2CCCN(S(=O)(=O)c3c(C)[nH]c(=O)[nH]c3=O)C2)c1 (stereo not given)	2	-2	0.74	-10	0	12	0	-9	2
COCCN(C(=O)c1ccco1)c1nnc(-c2ccc(OC)c(OC)c2)s1	-5	-1	-1.3	1	3	0	-8	-13	13
O=C(CCCn1c(=S)[nH]c2ccccc2c1=O)N1CCOCC1	-5	6	0.03	2	2	-4	9	18	8
O=C(NCC1CCCO1)C1CCN(C(=O)c2ccc(Cl)cc2)CC1 (stereo not given)	-17	0	1.4	-2	-1	-4	-9	-4	0
Cc1ccc(NCc2nnc(SC(C)C(=O)N/N=C/c3ccc(C)o3)n2-c2ccccc2)cc1 (stereo not given)	-10	3	1.2	-18	-1	20	-1	-15	4
COc1cccc(C(=O)CSc2nnc(CNc3nc(-c4ccccc4)cs3)n2C)c1	6	-4	0.77	5	4	-5	14	-2	-2
CC12CC(c3ccccc3O1)N(C(=O)c1ccc(Br)o1)C(=O)N2c1ccccc1 (stereo not given)	-12	0	-0.41	6	-3	-2	20	10	7
CC(=O)Nc1ccc(Sc2ncccc2C(=O)Nc2cc(Cl)cc(Cl)c2)cn1	-11	13	-1	-7	0	13	21	59	11

Single values from the results shown:
Reading of Cc1ccc(N(C(C)C(=O)O)S(=O)(=O)c2c(C)n[nH]c2C)cc1 (stereo not given) in Rev-RRE block: 10
Reading of C=CCn1c(-c2cccc3ccccc23)n[nH]c1=S in PLK1 kinase inh: -8

The list goes on:
SMILES	PLK1 kinase inh	FAK inh	Pyk2 oligo antag	LYP act	EphB4 ephrin blk	LYP inh 2	Plk1 PBD FP	F-actin modifier	Rev-RRE block
O=C(O)/C=C1\NC(=O)c2ccccc21	-2	-2	0.19	7	-1	-7	14	3	1
COc1ccc(-c2nn(-c3ccccc3)cc2C(=O)NCCCn2ccnc2)cc1	-9	2	-0.37	-7	7	6	-5	-11	8
Cc1nnc(C)n1/N=C/c1ccc(C(C)C)cc1	2	-3	0.3	21	1	-24	-8	-9	1
CCOc1cccc(C(=O)Nc2ccccc2N2CCN(C(=O)C(C)C)CC2)c1	-6	2	0.1	-4	-4	2	1	-9	6
O=C(O)CCC(=O)N1CCN(c2ccc(C(=O)c3ccc(F)cc3)cc2)CC1	0	0	2.1	-4	0	3	-23	-9	7
Cc1cccc(S(=O)(=O)C(C#N)c2nc3ccccc3nc2N2CCOCC2)c1 (stereo not given)	-3	-3	-0.64	-7	4	6	-23	-5	8
CCCS(=O)(=O)N1CCCC(C(=O)NCCCN(Cc2ccccc2)C(C)C)C1 (stereo not given)	-10	1	0.17	-3	-1	2	-12	1	0
CCn1c(SCC(=O)NCc2cccs2)nnc1-c1ccncc1	-6	0	0.3	28	-6	-31	-31	9	3
CCCS(=O)(=O)NCc1cn2c(C)csc2n1	-29	4	nt	-1	-5	-3	3	5	4
CN(c1ccccc1)S(=O)(=O)c1ccc(C(=O)Nc2nnc(-c3ccc(F)cc3)o2)cc1	-7	1	nt	-5	12	4	29	nt	8
Nc1ccc(C23CC4CC(CC(O)(C4)C2)C3)cc1	-13	-1	1.3	0	0	4	-26	8	1
Cc1c(C(=O)NC(C)CN2CCCCC2)oc2ccccc12 (stereo not given)	-14	-1	0.02	6	-4	-12	-2	-3	2
CC(=C1C2C=CC1C1C(=O)NC(=O)C21)c1ccccc1 (stereo not given)	5	1	-0.26	8	0	-3	16	-5	1
Cc1cc2c(C)ccc(C)c2nc1SCC(=O)c1cccs1	-11	11	-1.4	2	4	1	-29	60	24
COCCCNc1nc2c([nH]1)c(=O)[nH]c(=O)n2C	-4	-2	0.24	3	-8	-5	-2	-18	-1
CCCCCc1ccc(-c2ccc(=O)[nH]n2)cc1	-7	-2	-0.71	9	-6	-12	13	-47	13
Cc1cccc(-c2noc(CCC(=O)NCc3ccccc3)n2)c1	-11	1	1.9	5	-4	-8	20	-36	5
O=C(COC(=O)CCNS(=O)(=O)c1ccc(Cl)cc1)NCc1ccco1	-9	-4	-0.56	-5	0	2	-5	-47	1
Cc1ccc(C)c(N2CCN(C(=O)C3CCN(S(=O)(=O)c4cccc5nsnc45)CC3)CC2)c1	4	-3	-0.3	-6	-3	3	-4	-7	-3
Cc1ccc(NC(=O)COS(=O)c2ccc(C)cc2)cc1 (stereo not given)	-19	0	0.14	0	-2	-4	-5	11	0

14 successive records out of the list so far, quoted:
SMILES	PLK1 kinase inh	FAK inh	Pyk2 oligo antag	LYP act	EphB4 ephrin blk	LYP inh 2	Plk1 PBD FP	F-actin modifier	Rev-RRE block
CCCS(=O)(=O)N1CCCC(C(=O)NCCCN(Cc2ccccc2)C(C)C)C1 (stereo not given)	-10	1	0.17	-3	-1	2	-12	1	0
CCn1c(SCC(=O)NCc2cccs2)nnc1-c1ccncc1	-6	0	0.3	28	-6	-31	-31	9	3
CCCS(=O)(=O)NCc1cn2c(C)csc2n1	-29	4	nt	-1	-5	-3	3	5	4
CN(c1ccccc1)S(=O)(=O)c1ccc(C(=O)Nc2nnc(-c3ccc(F)cc3)o2)cc1	-7	1	nt	-5	12	4	29	nt	8
Nc1ccc(C23CC4CC(CC(O)(C4)C2)C3)cc1	-13	-1	1.3	0	0	4	-26	8	1
Cc1c(C(=O)NC(C)CN2CCCCC2)oc2ccccc12 (stereo not given)	-14	-1	0.02	6	-4	-12	-2	-3	2
CC(=C1C2C=CC1C1C(=O)NC(=O)C21)c1ccccc1 (stereo not given)	5	1	-0.26	8	0	-3	16	-5	1
Cc1cc2c(C)ccc(C)c2nc1SCC(=O)c1cccs1	-11	11	-1.4	2	4	1	-29	60	24
COCCCNc1nc2c([nH]1)c(=O)[nH]c(=O)n2C	-4	-2	0.24	3	-8	-5	-2	-18	-1
CCCCCc1ccc(-c2ccc(=O)[nH]n2)cc1	-7	-2	-0.71	9	-6	-12	13	-47	13
Cc1cccc(-c2noc(CCC(=O)NCc3ccccc3)n2)c1	-11	1	1.9	5	-4	-8	20	-36	5
O=C(COC(=O)CCNS(=O)(=O)c1ccc(Cl)cc1)NCc1ccco1	-9	-4	-0.56	-5	0	2	-5	-47	1
Cc1ccc(C)c(N2CCN(C(=O)C3CCN(S(=O)(=O)c4cccc5nsnc45)CC3)CC2)c1	4	-3	-0.3	-6	-3	3	-4	-7	-3
Cc1ccc(NC(=O)COS(=O)c2ccc(C)cc2)cc1 (stereo not given)	-19	0	0.14	0	-2	-4	-5	11	0

The results go on:
SMILES	PLK1 kinase inh	FAK inh	Pyk2 oligo antag	LYP act	EphB4 ephrin blk	LYP inh 2	Plk1 PBD FP	F-actin modifier	Rev-RRE block
COc1ccc(/C=C/C(=O)NCC(=O)N/N=C/c2cc(Br)ccc2OC)cc1	-7	-8	-1.6	4	-6	-3	-12	-4	1
Cc1ccc(S(=O)(=O)Nc2cccc(C(=O)Nc3cc(C)ccn3)c2)cc1	-11	-1	nt	-5	3	3	20	-9	6
Cc1nc2nc[nH]n2c(=O)c1NS(C)(=O)=O	0	6	0.21	-9	1	10	-10	nt	5
CC1S/C(=C(\C#N)C(N)=O)N(c2ccc(F)cc2)C1=O (stereo not given)	-17	-3	1.9	1	-7	-2	-16	-15	6
Clc1ccccc1CSc1nnc(Cn2cnc3ccccc32)n1-c1ccccc1	-3	-1	0.06	5	-1	-6	-9	4	10
Nc1cccc2nc3ccccc3cc12	-4	-1	nt	-12	-2	9	2	21	2
CCc1nc(N)c(C#N)c(-c2cccnc2)c1C	1	3	-0.04	-4	-4	1	0	nt	1
Cc1ccc(-c2nc(CSCC(=O)NCCCN3CCOCC3)c(C)o2)cc1	-5	9	0.14	-5	1	4	16	-28	3
COC(=O)c1ccccc1NC(=O)C1CCN(C(=O)c2ccc(OC)cc2)CC1	-11	-4	-0.94	6	10	-8	-33	7	1
COC(=O)c1ccc(N2C(=O)CC(N3CCOCC3)C2=O)cc1 (stereo not given)	-16	7	0.82	-6	1	4	-3	10	4
C(#CCN1CCOCC1)COCCCOC(c1ccccc1)c1ccccc1	-12	0	-0.97	5	6	-1	-31	6	2
CCN(CC)S(=O)(=O)c1cc(OC)c(Cl)cc1Cl	-6	-2	-0.18	-10	13	9	-5	-9	9
COC(=O)c1ccc(C(=O)OC)c(NC(=O)Nc2ccc3c(c2)OCO3)c1	-5	0	-0.15	-9	0	11	7	-6	4
CCC(NC(=O)OC(C)(C)C)C(=O)Oc1ccc2c3c(c(=O)oc2c1)CCC3 (stereo not given)	9	0	1	2	5	-3	-4	5	7
COCCn1nnnc1C(c1ccc(OC)c(OC)c1)N1CCN(c2nc3ccccc3s2)CC1 (stereo not given)	-8	2	-3.4*	3	-9	-6	-19	-19	2
Brc1ccc(OCCOCCOc2cccc3cccnc23)cc1	-3	6	0.2	2	4	0	-22	2	16
COc1ccc(C(C(=O)NC2CCCCC2)N(Cc2cccs2)C(=O)Cc2c[nH]c3ccccc23)cc1OC (stereo not given)	-10	4	-2.4	-4	3	2	12	-7	-3
Cc1cccc(C(=O)O/N=C/c2c(N3CCOCC3)n(C)c3ccccc23)c1	-16	0	nt	-5	2	9	16	-8	1
